# Epigenetic derep = Quantitative High-Throughput Screen for Regulators of Epigenetic Control; murine LDR cells, GFP reporter derepression, 30 h; Potency, µM (top dose mostly 53.9 µM), for inactives: at the highest dose GFP activation, actives largely listed as activators; actives 0.2% (n = 280,000); note: % of control where 0% means no effect; nearly all actives have a fitted effect of over 60% in size
#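 In this reporter-derepression format, murine cells bearing a silenced integrated CMV-GFP locus incubate with test compound (30 h, 37 C), then are washed and imaged; fluorescent objects of 20–120 um count as induced cells.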
# GAA glycogen = qHTS Assay for Inhibitors and Activators of Human alpha-Glucosidase Cleavage of Glycogen | Lysosomal alpha-glucosidase (Homo sapiens), P10253 | recombinant GAA, glycogen substrate, Amplex Red glucose oxidase fluorescence | Potency, µM (series often up to 76.4 µM), for inactives: at the top dose activity change, negative = inhibition, hits mostly inhibitors | actives 0.38% (n = 300,000);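 note: 0% = full enzyme reaction and -100% = no-enzyme basal signal; the screen sought inhibitors and activators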
#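 Recombinant human enzyme (4 nM); glycogen substrate; 37 C, 40 min, pH 5.0. Readout: coupled glucose oxidase/Amplex Red fluorescence.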
# Tau fluor counter = Counterscreen qHTS for Inhibitors of Tau Fibril Formation, Fluorescence Polarization. tau K18 P301L Alexa594 fluorescence, heparin fibrillization. Potency, µM (titrated, usually from 57.7 µM), inactives show at the highest dose activity change, negative = decrease. actives 0.93% (n = 280,000); note: % is set by controls: 0 for no effect and ±100 for the full control effect; nearly all actives have a fitted effect of over 55% in size
#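 Human tau K18 P301L (15 uM unlabeled, 0.24 uM Alexa 594-labeled) in 100 mM sodium acetate pH 7 with 20 uM heparin, 6 hr at 37 C. ThT 30 uM added, 1 hr ambient; Alexa 594 FP and total fluorescence read at 555/632 nm.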
# Starred values were filed as active, the others as inactive; ? = inconclusive; / = no result given; & = joins results of further samples; [ ] = remark or other dose. Calls come from the whole dose curve; as a rule, active = well fitted curve in the direction sought with a large enough effect; inconclusive = small, poorly fitted or top-dose-only effect, or another doubt; inactive = no such curve, though single readings can be large; an effect the other way counts as inactive or inconclusive. Potency is the fitted concentration of half-maximal effect.
# The first 4 entries (preview)
SMILES,Epigenetic derep,GAA glycogen,Tau fluor counter
CCOC(=O)C1CCN(C(=O)Cn2c(=O)oc3cc(S(=O)(=O)N4CCC(C)CC4)ccc32)CC1,18.2%,-30.0%[76.3 µM],-2.0%
COc1ccc(C)cc1NC(=O)c1cc(S(=O)(=O)N2CCCCC2)c[nH]1,2.8%,-8.8%[76.3 µM],-25.5%
COc1ccccc1NC(=O)c1c(C)cc(C)nc1SCC(=O)Nc1ccc(C)c(C)c1,-2.4%,-6.8%[76.3 µM],-16.7%
CCN(CC)c1ccc(C2Nc3ccccc3-c3cc(C)nn32)cc1 (centres undefined),4.8%,-20.4%[76.3 µM],?

# All compounds of this part, repeating the preview:
SMILES,Epigenetic derep,GAA glycogen,Tau fluor counter
CCOC(=O)C1CCN(C(=O)Cn2c(=O)oc3cc(S(=O)(=O)N4CCC(C)CC4)ccc32)CC1,18.2%,-30.0%[76.3 µM],-2.0%
COc1ccc(C)cc1NC(=O)c1cc(S(=O)(=O)N2CCCCC2)c[nH]1,2.8%,-8.8%[76.3 µM],-25.5%
COc1ccccc1NC(=O)c1c(C)cc(C)nc1SCC(=O)Nc1ccc(C)c(C)c1,-2.4%,-6.8%[76.3 µM],-16.7%
CCN(CC)c1ccc(C2Nc3ccccc3-c3cc(C)nn32)cc1 (centres undefined),4.8%,-20.4%[76.3 µM],?
COc1cc(OC)c(NC(=O)c2oc3ccc4c(c3c2C)C(=O)CC(C)(C)O4)cc1Cl,1.6%,-2.8%[76.3 µM],-12.8%
Cc1ccc(CCNC(=O)c2cc3c(s2)-c2c(C)cccc2OC3)cc1,2.7%,-11.7%[76.3 µM],-6.2%
CCc1cccc(C)c1NC(=O)CN1C(=O)c2ccccc2Sc2ncccc21,0.0%,12.6%[76.3 µM],1.3%
CCSc1ncc(Cl)c(C(=O)N(Cc2ccccc2)c2ccc(OC)cc2)n1,-1.9%,-1.2%[76.3 µM],-11.5%
COc1cccc(NC(=O)/C(C#N)=C\c2cn(Cc3ccc(C)cc3)c3ccccc23)c1,2.4%,-3.2%[76.3 µM],-19.9%
Cn1c(=O)oc2cc(S(=O)(=O)N3CCC(C(=O)N4CCN(c5ccccc5F)CC4)CC3)ccc21,7.7%,-6.2%[76.3 µM],-9.8%
CCOC(=O)C1CCCN(c2c(C(=O)c3ccc(C)cc3)cnc3ccc(OCC)cc23)C1 (centres undefined),3.5%,0.2%[76.3 µM],-17.5%
CCCOc1ccccc1C(=O)Nc1ccc(-c2nc3ccc(C)cc3s2)cc1,-1.1%,7.1%[76.3 µM],-7.8%
CCC(=O)N1CCc2cc(Br)cc(S(=O)(=O)CCC(=O)Nc3ccccc3C)c21,0.3%,1.0%[76.3 µM],-9.2%
COc1cccc(C(=O)Nc2ccc3nc(N4CCC(C)CC4)cc(C)c3c2)c1,-1.5%,-7.0%[76.3 µM],12.6µM*[quencher]
Cc1ccc(-c2nc(Cn3c(SCc4ccc(F)cc4)nc4cccnc43)c(C)o2)cc1,-0.4%,10.3%[76.3 µM],-21.5%
COc1cc(OC)c(NC(=O)c2nn(C)c3c2COc2ccccc2-3)cc1Cl,-5.8%,-13.4%[76.3 µM],-6.4%
COc1cccc(NC(=O)c2csc3c2CCCCC3)c1,0.0%,7.5%[76.3 µM],-29.6%
COc1ccc(NC(=O)Cc2c(C(=O)O)[nH]c3ccccc23)cc1OC,6.3%,-2.4%[76.3 µM],-13.0%
CC(=O)c1cccc(-n2c(=O)c3c4c(sc3n(CC(=O)Nc3ccccc3F)c2=O)CN(C(C)=O)CC4)c1,0.0%,-5.1%[76.3 µM],-8.3%
Cc1ccc2[nH]c3c(=O)n(CC(=O)NCCc4ccc(Cl)cc4)ncc3c2c1,-0.2%,0.0%[76.3 µM],0.9%
Cc1cn2c(=O)cc(COc3ccc(NC(=O)c4ccc(C(C)(C)C)cc4)cc3)nc2s1,1.4%,-1.5%[76.3 µM],-5.7%
COC(=O)c1cc2oc(C)cc2n1Cc1ccc(Br)cc1F,0.8%,12.2%[76.3 µM],-8.7%
CCC(=O)N1CCc2cc(Br)cc(S(=O)(=O)N3CCCC(C(=O)NCc4cccc(OC)c4)C3)c21 (centres undefined),-1.1%,-10.0%[76.3 µM],-27.7%
CCOc1ccc(-n2c(Cc3ccccc3)nnc2SCc2nc(-c3ccccc3OC)no2)cc1,-1.9%,-12.3%[76.3 µM],-14.7%
Cc1cccc(CSc2nc(-c3cccs3)ccc2C#N)c1,1.1%,-10.3%[76.3 µM],?
SMILES,Epigenetic derep,GAA glycogen,Tau fluor counter
COc1ccccc1OCCCCn1c(C2CC(=O)N(c3ccccc3Cl)C2)nc2ccccc21 (centres undefined),-4.5%,6.9%[76.3 µM],-12.4%
Cc1cc(C)cc(NC(=O)C(=O)NC(C)c2ccccc2)c1 (centres undefined),13.5%,-4.3%[76.3 µM],1.1%
CNC(=O)c1ccc(Nc2nnc(-c3ccc(C)c(S(=O)(=O)N(C)C)c3)c3ccccc23)cc1,0.0%,-0.7%[76.3 µM],?
Cc1nn(C(C)C(=O)NCc2cccc(F)c2)c(=O)c2c1sc1ccccc12 (centres undefined),-4.6%,8.5%[76.3 µM],-16.6%
COC(=O)c1cc(OC)c(OC)c(OC)c1NC(=O)c1cc(=O)n(C)c(=O)n1C,-1.1%,-4.7%[76.3 µM],-8.8%
Cc1ccc(S(=O)(=O)c2nnn3c2nc(N2CCN(c4ccccc4F)CC2)c2ccccc23)cc1C,-1.2%,2.4%[76.3 µM],4.5%
Cc1ccc2c(c1)nc(SCC(O)c1ccc(Br)cc1)n2C (centres undefined),-3.0%,-4.5%[76.3 µM],-21.7%
N#Cc1c(-n2ncnc2-c2cccc(Cl)c2)sc2c1CCCCC2,-0.5%,?,-12.1%
CCOc1cccc(C2c3c(oc4ccc(F)cc4c3=O)C(=O)N2c2cc(C)ccn2)c1 (centres undefined),-0.1%,-1.5%[76.3 µM],-25.7%
Cc1ccc(NC(=O)c2ncn(-c3ccccc3)n2)cc1Cl,2.0%,6.7%[76.3 µM],-7.5%
Cc1ccc(-c2cn3cccnc3n2)cc1NC(=O)Nc1ccc(F)cc1,-1.1%,-1.2%[76.3 µM],-22.6%
Cc1ccc(NC(=O)c2sc3nc(-c4cc5ccccc5oc4=O)[nH]c(=O)c3c2C)c(C)c1,0.0%,7.3%[76.3 µM],-6.0%
COc1ccc(N(Cc2cccs2)C(=O)c2ccc(OC)c(Cl)c2)cc1,-3.2%,-15.1%[76.3 µM],-20.3%
COCCNC(=O)Cn1nc(-c2ccccc2)c2ccccc2c1=O,1.1%,3.7%,-10.7%
COc1ccccc1C(=O)Nc1cccc(OCc2cc(=O)n3c4c(sc3n2)CCCC4)c1,-4.3%,13.0%[76.3 µM],-15.6%
CCSc1nnc2c(n1)OC(c1sccc1C)N(C(C)=O)c1ccccc1-2 (centres undefined),-0.3%,17.2%[76.3 µM],-6.9%
COC(=O)c1nnn(-c2cccc(C)c2)c1N,0.0%,?,-4.8%
Cc1ccc(CNC(=O)c2sc3nc(C)cc(C)c3c2-n2cccc2)cc1,6.9%,/,7.4%
Cn1c(C(=O)Nc2cccc(C(F)(F)F)c2)cc2c(=O)n3ccccc3nc21,2.8%,3.6%[76.3 µM],-0.9%
CCn1c(=O)c2sccc2n2c(CCCC(=O)N3CCN(c4ccc(F)cc4)CC3)nnc12,2.5%,11.7%[76.3 µM],-0.8%
O=C(NCc1cccc(Cl)c1)c1ccc(NC(=O)N2CCSc3ccccc32)cc1,-1.6%,-21.2%[76.3 µM],?
CCCCN(C)C(=O)CN1C(=O)c2cccnc2Oc2ccc(Cl)cc21,-1.2%,6.2%[76.3 µM],-0.4%
CCCn1c(CCC(=O)Nc2ccccc2OC)nc2cccnc21,0.6%,-2.7%[76.3 µM],-5.3%
COc1ccc(/C=C/C(=O)Nc2nc3n(n2)C(c2ccccc2)C=C(c2ccccc2)N3)cc1 (centres undefined),-0.9%,?,-13.8%
COc1ccc(C)cc1NC(=O)NC(C)c1c(-n2cccc2)sc(C)c1C (centres undefined),1.1%,6.2%[76.3 µM],-24.1%
SMILES,Epigenetic derep,GAA glycogen,Tau fluor counter
CCN(C(=O)CSc1nc2ccccc2[nH]1)c1ccccc1,0.8%,13.6%[76.3 µM],-7.7%
Cc1[nH]c2ccccc2c1C1(O)C(=O)N(Cc2ccccc2)c2ccc(Cl)cc21 (centres undefined),?,-24.2%[76.3 µM],?
COc1cccc(C(=O)n2nc(-c3ccco3)nc2NCc2cccs2)c1,5.6%,-7.6%[76.3 µM],?
O=C(Nc1cccc(Br)c1)c1cc(-c2ccc3c(c2)OCCO3)on1,-3.2%,11.7%[76.3 µM],-28.6%
Cc1cc(C)c2oc(C(=O)Nc3nc4ccc(Cl)cc4s3)cc(=O)c2c1,-1.0%,13.4%[76.3 µM],-18.6%
Cc1c(Cl)cccc1-c1ccc(CNCCSc2nnnn2-c2ccccc2)o1,-1.7%,-2.7%[76.3 µM],-23.1%
O=C(NCc1ccc(F)cc1)c1cc2n(n1)CCCN(Cc1ccc(F)cc1)C2=O,0.0%,-12.4%[76.3 µM],-6.4%
O=C(Cn1nc(C(F)(F)F)c2c1CCC2)Nc1ccc(Cl)cc1,-1.0%,8.3%[76.3 µM],?
COc1ccc2c(C)c(CCC(=O)NCCc3ccc(Cl)cc3)c(=O)oc2c1,0.0%,7.9%[76.3 µM],-14.7%
O=C(Cn1c(=O)n(-c2cccc(Cl)c2)c(=O)c2sc3ccccc3c21)NC1CCCCC1,2.3%,-6.7%[76.3 µM],-10.9%
O=C(Nc1cc(Cl)ccc1Cl)c1cc2nc(-c3ccc4c(c3)OCO4)cc(C(F)(F)F)n2n1,0.0%,12.8%[76.3 µM],-3.7%
Cc1ccc(NC(=O)/C(C#N)=C/c2ccccc2Cl)cc1C,19.1%,-21.8%[76.3 µM],-6.8%
Cc1ccnc(NS(=O)(=O)c2ccc(NC(=O)c3cc(=O)c4ccc(C)c(C)c4o3)cc2)n1,1.9%,10.4%[76.3 µM],-0.8%
CCc1ccc(NC(=O)Cn2cnc3sc(C)c(S(=O)(=O)N4CCC(C)CC4)c3c2=O)cc1,7.1%,-2.2%[76.3 µM],-21.9%
CC(C)Cc1ccc(S(=O)(=O)Nc2ccc3[nH]c(=O)[nH]c3c2)cc1,11.3%,1.6%,?
CCOC(=O)c1cnc2c(Cl)c(Cl)ccc2c1NCCN1CCOCC1,-0.8%,-1.5%,1.3%
Cc1ccc(N(CC(=O)NCc2ccc(F)cc2)S(=O)(=O)c2c(C)nn(C)c2C)cc1,-0.2%,15.6%[76.3 µM],-8.9%
Cc1cc(C)cc(NC(=O)CSc2nc3nccnc3c(=O)n2CCc2c[nH]c3ccccc23)c1,0.0%,10.5%[76.3 µM],1.4%
CCOc1ccc(N(CC(=O)NCc2ccc(Cl)cc2)S(=O)(=O)c2c(C)noc2C)cc1,8.4%,-4.2%[76.3 µM],-17.9%
Cc1cc(C)n(CCc2nc3c4ccccc4nc(N4CCN(c5cccc(C)c5C)CC4)n3n2)n1,0.0%,7.8%[76.3 µM],1.6%
CCOc1ccc(/C=C(\C#N)c2nc3ccccc3c(=O)[nH]2)cc1OC,-0.8%,-23.5%[76.3 µM],-16.6%
CN(C1CCCCC1)S(=O)(=O)c1ccc2c(c1)c(=O)c(C(=O)NCCc1ccc(Cl)cc1)cn2C,3.7%,16.4%[76.3 µM],-6.9%
CCOc1ccc(CCNC(=O)CCCn2nc(C)c3sc4ccccc4c3c2=O)cc1OCC,-2.8%,-17.2%[76.3 µM],-18.2%
COc1ccccc1NC(=O)C1=C(C)Nc2nc(SCc3cccc(F)c3)nn2C1c1ccc(C(=O)O)cc1 (centres undefined),-1.8%,-9.3%[76.3 µM],-8.3%
O=C(CSc1nc2c(c(=O)[nH]1)CCC2)Nc1cccc(O)c1,-4.7%,-5.6%[76.3 µM],-12.0%
CSc1ccc(/C=C/c2nc3ccccc3n2S(=O)(=O)c2ccc(Br)cc2)cc1,-2.9%,-10.4%[76.3 µM],31.6µM*[quencher]
COc1cccc(OCCSc2nc3ccccc3n2CC(=O)N2CCOCC2)c1,-2.7%,10.0%[76.3 µM],-5.0%
COc1ccc(NC(=O)CN(C)S(=O)(=O)c2cnc[nH]2)cc1,-6.0%,0.4%&-4.3%[76.3 µM],-0.3%
COc1cccc(CNC(=O)c2oc3ccc4c(c3c2C)C(=O)CC(C)(C)O4)c1OC,1.1%,6.8%[76.3 µM],-17.3%
O=C(NC1(C(F)(F)F)C(=O)Nc2c1c(=O)[nH]c(=O)n2-c1ccccc1)c1ccccc1 (centres undefined),2.8%,-10.5%[76.3 µM],0.5%

# Two entries from above, with bars between the fields.
SMILES | Epigenetic derep | GAA glycogen | Tau fluor counter
COc1ccc2c(C)c(CCC(=O)NCCc3ccc(Cl)cc3)c(=O)oc2c1 | 0.0% | 7.9%[76.3 µM] | -14.7%
O=C(Cn1c(=O)n(-c2cccc(Cl)c2)c(=O)c2sc3ccccc3c21)NC1CCCCC1 | 2.3% | -6.7%[76.3 µM] | -10.9%

# High-throughput results (PubChem)

# An excerpt; rates above refer to the full screens.
